HTR5A ag ctr: counter-screen for OPRM1-OPRD1 agonists: human HTR5A agonism; P47898; HTR5A agonist assay, luminescence, cell-based; activation, % at 9.3 µM; 340,000 compounds, 0.61% hits; in the data active = activation mostly above about 9.5%, no sharp cut-off; inactive = mostly below about 7.6%;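 also: 0% = cells with vehicle only and 100% = reference agonist; strong numbers were not always called active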
Target sequence (P47898 whole entry, looked up): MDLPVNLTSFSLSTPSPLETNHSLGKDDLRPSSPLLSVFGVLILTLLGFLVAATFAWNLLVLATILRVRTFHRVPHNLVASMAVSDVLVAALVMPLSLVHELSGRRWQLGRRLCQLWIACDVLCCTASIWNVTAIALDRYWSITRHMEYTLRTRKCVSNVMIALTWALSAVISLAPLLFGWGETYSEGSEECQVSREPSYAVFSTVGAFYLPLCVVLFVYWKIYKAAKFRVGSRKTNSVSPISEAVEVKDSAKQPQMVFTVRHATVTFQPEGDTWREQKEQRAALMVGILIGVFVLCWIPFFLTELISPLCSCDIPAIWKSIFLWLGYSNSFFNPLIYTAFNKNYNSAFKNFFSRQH
DAGLB inh: blocks human DAGLB lipase activity; Q8NCG7; inhibition, % at 5.17 µM; HEK293T DAGLB membrane lysate, EnzChek fluorogenic substrate; 340,000 compounds, 0.059% hits; in the data active = inhibition above about 34%;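 also: 0% = enzyme with vehicle and 100% = wells lacking enzyme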
Ecoli viability: reduces bacterial viability in AddAB counter-screen; E. coli V3065 growth, OD600 absorbance, 18 h; inhibition, % at 11.9 µM; 330,000 compounds, 0.27% hits; AID 449728;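 active = inhibition above the campaign's mean inhibition across all tested compounds plus 3 SD, cut at about 9.9% in these data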;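 also: uninfected addAB+ strain grown without phage in ampicillin broth; 0% = DMSO wells and 100% = ciprofloxacin 0.95 µg/ml wells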
phage Ecoli inh: E. coli growth loss with phage present; AID 651602; inhibition, % at 11.9 µM; 360,000 compounds, 0.26% hits; growth absorbance; in the data active = inhibition above about 11%
PKA-R1A act: PKA-R1A complex activation | P00514+P68181 | PKA-R1A dissociation, Cy5-IP20 fluorescence polarization; scaled: DMSO 0%, 113 µM cGMP 100% | activation, % at 11.4 µM | 340,000 compounds, 0.083% hits | AID 504707;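 active = percent activation above the mean of all tested compounds plus 3 SD, cut at about 19% in these data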;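 also: higher means more PKAc released from R1A so a rise in polarization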
CDK5 p35 inh: CDK5/p35 (human) kinase inhibition; inhibition, % at 10 µM; Recombinant CDK5/p35, ADP-Glo luminescence, 60 min; AID 488839; Q00535+Q15078; 330,000 compounds, 0.01% hits;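 active = highest replicate inhibition of at least 50% and at least 75% of replicates reaching 50%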;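 also: plate controls were DMSO neutral control for no effect and GW8510 at 10 µM for full effect; many of its hits are not listed in these tables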
PKA-R2B activ: activates the human PKA-R2B holoenzyme complex; PKA-R2B holoenzyme dissociation, Cy5-IP20 fluorescence polarization; R2B truncated from residue 108, S112A mutant; 0% DMSO only, 100% 113 µM cGMP; activation, % at 11.4 µM; 340,000 compounds, 0.079% hits;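 active = activation above a cutoff set at the mean over all compounds plus 3 SD, cut at about 18% in these data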;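 also: higher means more holoenzyme dissociation and a rise in polarization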
Target sequence (P31323 whole entry, looked up, other chains not shown, the tested form may be a part): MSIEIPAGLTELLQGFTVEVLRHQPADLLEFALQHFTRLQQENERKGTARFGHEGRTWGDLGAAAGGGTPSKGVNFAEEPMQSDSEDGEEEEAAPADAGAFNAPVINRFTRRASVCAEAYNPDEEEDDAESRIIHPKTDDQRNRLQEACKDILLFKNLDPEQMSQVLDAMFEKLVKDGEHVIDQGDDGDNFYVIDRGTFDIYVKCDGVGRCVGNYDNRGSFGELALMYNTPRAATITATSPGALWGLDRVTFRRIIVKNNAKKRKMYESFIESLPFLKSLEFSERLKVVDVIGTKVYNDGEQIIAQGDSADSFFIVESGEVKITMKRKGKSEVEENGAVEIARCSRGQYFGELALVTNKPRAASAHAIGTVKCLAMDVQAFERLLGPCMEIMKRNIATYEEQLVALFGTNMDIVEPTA
Tat transport: inhibitors of E. coli Tat protein transport; E. coli MC4100 TorA-mCherry Tat export, fluorescence; inhibition, % at 10 µM; 340,000 compounds, 0.036% hits;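 active = mean replicate inhibition at least 50% and at least half of replicates individually reaching 50%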;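 also: exported cargo escapes ClpAP degradation while cytoplasmic cargo is degraded and loses fluorescence; 0% = median of neutral control wells and 100% = median of NaSCN control wells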
HTR5A inv ag: inverse agonist of human HTR5A in OPRM1-OPRD1 counter-screen; P47898; HTR5A cell line, luminescence, inverse agonism; inhibition, % at 9.3 µM; 340,000 compounds, 0.083% hits; AID 504634; in the data active = inhibition mostly above about 23%, no sharp cut-off; inactive = mostly below about 18%;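 also: 0% = cells with DMSO and 100% = no-cell wells with DMSO; some compounds called inactive have numbers as strong as hits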
AddAB inh: less growth of phage-infected E. coli with AddAB | E. coli expressing H. pylori AddAB, absorbance growth | inhibition, % at 11.9 µM | 330,000 compounds, 0.29% hits | AID 435030; in the data active = inhibition above about 12%;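 also: 0% = vehicle wells of infected cells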
Mot1-301 SUMO: SUMOylation pathway inhibition by Mot1-301 growth rescue | 320,000 compounds, 1% hits | AID 2716 | growth rescue, % at 18.8 µM | S. cerevisiae Mot1-301 growth rescue, ATP luminescence, 38.5C; percent above DMSO median, 100 means doubled;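 active = every valid replicate shows activation above 250% relative to neutral control wells; inactive = the rest, any valid replicate at or below 250%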;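 also: OY570 slx delta 5 strain wells were the positive control but not used for scaling; some compounds called inactive have numbers as strong as hits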
* marks the source's active call; other numbers are inactive results; x = no result given.

The first 5 records, ahead of the listing:
cpd | Structure | AddAB inh | DAGLB inh | PKA-R2B activ | CDK5 p35 inh | HTR5A inv ag | PKA-R1A act | phage Ecoli inh | HTR5A ag ctr | Ecoli viability | Tat transport | Mot1-301 SUMO
1 | Cc1c(C(=O)N2CCCCC2)oc2ccc(Br)cc12 | -0.7 | -5 | -10 | 0.2 | -13 | -5 | 0.8 | 5 | -2.9 | -1 | -9
2 | CC1(C)Cc2nc3oc4c(NCc5ccccc5)ncnc4c3cc2CO1 | 2.3 | 1 | 4 | -0.4 | -4 | 5 | 2.8 | 1 | 0.0 | 12 | 47
3 | CC1(C)CC(=O)C2=C(C1)NC(=O)NC2c1ccc(Cl)cc1 (stereo unspecified) | 1.7 | 1 | 4 | 0.4 | 8 | 3 | 0.6 | -3 | -1.3 | 2 | -23
4 | CC(C)(C)NC(=O)[C@H]1CC[C@H]2[C@@H]3CC[C@H]4NC(=O)C=C[C@]4(C)[C@H]3CC[C@]12C | -0.8 | 0 | -5 | -6.4 | -1 | -9 | 1.0 | 0 | -0.4 | 2 | 11
5 | COc1ccc(N(Cc2ccccc2)C(=O)CSc2nnc(Cn3nnc4ccccc43)o2)cc1 | 2.0 | 1 | 8 | -0.5 | -47 | 1 | 1.6 | 8 | 0.8 | 4 | -9

The whole of this part, from the first entry:
cpd | Structure | AddAB inh | DAGLB inh | PKA-R2B activ | CDK5 p35 inh | HTR5A inv ag | PKA-R1A act | phage Ecoli inh | HTR5A ag ctr | Ecoli viability | Tat transport | Mot1-301 SUMO
1 | Cc1c(C(=O)N2CCCCC2)oc2ccc(Br)cc12 | -0.7 | -5 | -10 | 0.2 | -13 | -5 | 0.8 | 5 | -2.9 | -1 | -9
2 | CC1(C)Cc2nc3oc4c(NCc5ccccc5)ncnc4c3cc2CO1 | 2.3 | 1 | 4 | -0.4 | -4 | 5 | 2.8 | 1 | 0.0 | 12 | 47
3 | CC1(C)CC(=O)C2=C(C1)NC(=O)NC2c1ccc(Cl)cc1 (stereo unspecified) | 1.7 | 1 | 4 | 0.4 | 8 | 3 | 0.6 | -3 | -1.3 | 2 | -23
4 | CC(C)(C)NC(=O)[C@H]1CC[C@H]2[C@@H]3CC[C@H]4NC(=O)C=C[C@]4(C)[C@H]3CC[C@]12C | -0.8 | 0 | -5 | -6.4 | -1 | -9 | 1.0 | 0 | -0.4 | 2 | 11
5 | COc1ccc(N(Cc2ccccc2)C(=O)CSc2nnc(Cn3nnc4ccccc43)o2)cc1 | 2.0 | 1 | 8 | -0.5 | -47 | 1 | 1.6 | 8 | 0.8 | 4 | -9
6 | CC(=O)Nc1ccc(-c2nnc(SCc3c(C)cc(C)cc3C)n2C)cc1 | 0.3 | -1 | -2 | -0.3 | 2 | -1 | 3.3 | 1 | 2.3 | 7 | -12
7 | CCN(Cc1ccccc1)C(=O)C1CCN(Cc2ccc(OC)c(OC)c2OC)CC1 | 1.8 | 0 | -6 | -4.4 | -4 | -5 | 0.3 | 2 | 0.8 | -1 | 1
8 | C=COCCNC(=O)C(=O)NCC(C)C | 1.3 | -1 | 2 | 0.8 | -6 | -10 | 1.3 | -1 | 0.9 | -6 | 412
9 | Brc1ccccc1C1=Nn2c(nnc2-c2ccccc2)SC1 | 3.4 | 2 | -5 | 0.6 | 7 | -13 | 3.2 | 1 | 1.2 | 1 | 5
10 | OC(COc1ccc(Cl)cc1Cl)CN1CCc2ccccc2C1 (stereo unspecified) | 2.9 | -4 | -2 | 0.4 | -17 | -10 | 1.7 | 0 | -0.5 | -4 | -28
11 | Clc1ccc(OCc2nnnn2-c2ccccc2)cc1 | 4.2 | -5 | 0 | 0.6 | 8 | 2 | 2.5 | 3 | 0.7 | -4 | -13
12 | O=c1c2cnn(-c3ccccc3)c2nnn1/N=C/c1cccnc1 | 2.9 | -1 | -18 | -0.4 | -5 | -4 | 3.4 | 1 | -0.2 | -163 | 7
13 | CC(=O)NCCn1c(C)cc2ccccc21 | 1.7 | 1 | -12 | 0.9 | 0 | 0 | 2.2 | 0 | 0.8 | -1 | -17
14 | CCOc1ccc(OCC)c(NC(=O)C2CCN(c3ncccn3)CC2)c1 | 2.4 | -4 | -3 | -3.2 | -5 | -6 | 1.1 | 2 | -1.7 | 9 | 52
15 | Cc1cc(C)n(CCC(=O)N2c3ccccc3CC2C)n1 (stereo unspecified) | 3.7 | 0 | -4 | x | -13 | 2 | -0.6 | 3 | -0.3 | 2 | -5
16 | Cc1nn(-c2ccc(Br)cc2)c(=O)c2ccccc12 | 2.0 | -3 | 0 | 1.0 | -35 | -8 | 1.8 | 9 | 0.5 | 2 | 189
17 | NNC(=O)CN1CCCc2ccccc21 | 5.1 | -2 | -9 | -5.8 | 0 | 3 | 1.1 | 0 | -2.3 | 1 | 85
18 | O=C(CN1C(=O)c2cccc3cccc1c23)Nc1ccc2c(c1)OCO2 | 2.3 | 0 | 0 | -3.0 | -21 | -4 | 0.0 | 8 | 3.2 | -8 | 1
19 | CN(C)c1nc(Nc2ccc(Cl)c(Cl)c2)nc(N(C)C)n1 | 0.1 | -6 | -12 | -0.9 | -13 | -20 | -1.8 | 4 | -0.6 | -8 | 103
20 | O=C(CSc1nnc(Nc2ccccc2F)s1)NC(=O)CN1CCCC1=O | -0.3 | 0 | -11 | 1.6 | 10 | -3 | 1.0 | -2 | 0.5 | 1 | -16
21 | CCOC(=O)N1CCN(c2cc(=O)n(C3CCCCC3)c(=O)[nH]2)CC1 | 0.8 | 0 | 7 | -0.9 | 5 | 7 | 3.7 | -5 | -0.2 | -6 | -7
22 | CC(=O)Nc1nc(C)c(S(N)(=O)=O)s1 | 1.6 | 0 | -4 | -3.6 | 4 | -2 | 2.7 | -2 | -1.7 | 2 | 46
23 | COc1ccc2c(c1OC)CN(C)CCc1cc3c(cc1C(=O)C2)OCO3 | -1.4 | 1 | -5 | -1.3 | -49 | -11 | 0.7 | 2 | -0.5 | -5 | 12
24 | CCCCn1c(SCc2nc3ccccc3s2)nc2cc(S(N)(=O)=O)ccc21 | -1.0 | -3 | -7 | -0.9 | -2 | 2 | 1.6 | 8 | -1.2 | 9 | -20
25 | O=C1CSC(c2cccnc2)N1CCc1ccccn1 (stereo unspecified) | 5.1 | 0 | 6 | -4.2 | -3 | 1 | 3.1 | 1 | 0.0 | 8 | 2
26 | CCCC(=O)N(c1ccc(OCC)cc1)S(=O)(=O)c1ccc2c3c(cccc13)C(=O)N2C | 2.0 | -3 | -10 | -0.4 | 18 | 5 | 0.1 | 0 | 2.6 | 5 | 4
27 | Cc1ccc(Cl)cc1NC(=O)C1CC(=O)N(C(C)C)C1 (stereo unspecified) | 0.3 | 0 | -7 | 0.4 | 3 | 1 | 2.1 | -1 | -0.6 | -2 | -1
28 | O=C(N/N=C/c1cccs1)c1cc(-c2ccc(Cl)s2)[nH]n1 | 1.1 | -5 | -2 | 0.4 | 5 | 2 | 1.4 | -2 | -2.0 | -4 | 7
29 | Cc1ccc(C(C(=O)NCc2ccco2)N(C(=O)CNC(=O)c2cccs2)c2c(C)cccc2C)cc1 (stereo unspecified) | 1.5 | 1 | -8 | 1.1 | 7 | 8 | 2.3 | -2 | -0.5 | -1 | 9
30 | C/C(Sc1nnc(Cc2ccccc2)o1)=C(/O)c1ccccc1 | 1.6 | 2 | -15 | 1.0 | -11 | -12 | x | 0 | 2.6 | -2 | -4
31 | CCOc1ccc(NC(=O)CN(C)C(=O)c2ccc3[nH]c4c(c3c2)CC(C)CC4)cc1OCC (stereo unspecified) | 3.8 | 1 | -6 | 1.7 | -1 | -6 | 3.7 | 0 | 0.2 | 5 | 0
32 | Cc1cc(C)c(-c2csc(NC(=O)c3cc([N+](=O)[O-])ccc3N3CCOCC3)n2)c(C)c1 | 0.4 | -1 | -16 | 0.2 | 23 | -2 | 4.5 | 3 | -1.6 | 2 | -5
33 | COc1ccc(-n2c(N)c(C#N)c3ccc([N+](=O)[O-])cc3c2=O)cc1 | -0.4 | -1 | -2 | -1.0 | -9 | -12 | 1.6 | 3 | -0.5 | -7 | 121
34 | Cn1c(SCc2nc3ccccc3[nH]2)nnc1-c1cccnc1 | -1.9 | -2 | 2 | 0.3 | 18 | 4 | 1.9 | -7 | -0.1 | 1 | 3
35 | Nc1ccc(Nc2nc(-c3ccncc3)cs2)cc1 | 0.8 | 7 | -6 | -1.8 | -15 | 4 | 1.9 | -5 | -2.3 | -9 | -7
36 | CCC(C)c1ccccc1NC(=O)COC(=O)C1=NN(c2ccccc2)C(=O)CC1 (stereo unspecified) | -0.1 | 0 | 2 | -0.7 | 2 | 11 | 3.4 | 0 | 0.4 | -1 | 15
37 | CC1(c2ccccc2)NC(=O)N(CC(=O)Nc2cccc(C#N)c2)C1=O (stereo unspecified) | -0.3 | 0 | 3 | -0.3 | -2 | -7 | 2.5 | -2 | -0.9 | 3 | -5
38 | CCCCN1C(=O)C(=O)N(CC(=O)N2CCN(c3ccccc3)CC2)C1=O | -0.7 | 1 | -5 | -1.0 | 1 | 0 | 0.7 | 0 | 0.0 | 4 | 3
39 | Cc1c(N=Cc2c(O)n(C)c(=O)c3ccccc23)c(=O)n(-c2ccccc2)n1C | 0.6 | -2 | 3 | -4.5 | 6 | -8 | x | 0 | 0.2 | 2 | -14
40 | Cc1ccccc1NC(=O)Cn1cnc2c(oc3nc4c(cc32)CCCC4)c1=O | 0.3 | 2 | -8 | -1.2 | -12 | 6 | -0.7 | -1 | -1.3 | 0 | 7
41 | Cc1cc(=O)oc(C)c1C(=O)NCC(C)NC(=O)c1c(C)cc(=O)oc1C (stereo unspecified) | 1.3 | -1 | -2 | 0.4 | -32 | 1 | 0.9 | -2 | -0.4 | -2 | 1
42 | Cc1ccc(CNC(=O)C2CC(c3cccc(F)c3)=NO2)cc1 (stereo unspecified) | 0.1 | -3 | -5 | 0.5 | -13 | -5 | 1.3 | 5 | 0.9 | 6 | 10
43 | OCc1nc(CO)n(Cc2ccccc2)n1 | -0.2 | -2 | 7 | -0.1 | 4 | -9 | 4.6 | 3 | -0.8 | -3 | -16
44 | O=C(NC1CCCCC1)C(=O)c1c[nH]c2ccccc12 | 0.4 | -3 | -13 | -0.4 | 5 | -10 | 2.5 | -1 | 0.5 | 3 | 21
45 | CCOc1cc(S(=O)(=O)N2CCCC2)ccc1Cl | 1.6 | 0 | 4 | -2.8 | 22 | -11 | 4.4 | 3 | 2.1 | -1 | -21
46 | CC(C)(C)OC(=O)C[C@@H]1C/C=C\C[C@H](CC(=O)NCCO)C(=O)NC[C@@H](c2ccccc2)OC1=O | 3.8 | 1 | -4 | -0.9 | -10 | -8 | 2.9 | -8 | -1.0 | 12 | -13
47 | CCC(=O)N1CCc2cc(Br)cc(S(=O)(=O)CC(=O)OC)c21 | 3.6 | 0 | -8 | -0.2 | -8 | -7 | x | 2 | -1.3 | -6 | 11
48 | CCOc1ccc(NC(=O)CN2CCN(CC(=O)Nc3ccc(C(N)=O)cc3)CC2)cc1 | x | 6 | -3 | 0.3 | 7 | 5 | -0.4 | -2 | x | -4 | 8
49 | CCN(Cc1ccccc1)S(=O)(=O)c1cc2c3c(c1)CCN3C(=O)CC2 | x | 4 | -13 | -7.6 | 4 | -6 | -0.6 | -5 | x | -9 | x

Not a hit list; 2.3% or so of the library scored in one or more.
